HttQ103 aggreg: reduces HttQ103-GFP aggregates in PC12 cells; PC12 HttQ103-GFP aggregates, Acumen cytometry, 40 h; Potency, µM (series often up to 46.1 µM), without a hit: at the highest dose activity change, negative = inhibition, actives largely listed as inhibitors; 220,000 tested, 1.1% active; AID 1688; note: potency is the fitted concentration of half-maximal effect; % is set by controls: 0 for no effect and ±100 for the full control effect; nearly all actives have a fitted effect of over 60% in size
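Multiplexed with ATP-based cell death, this channel scores GFP aggregates in PC12 cells expressing inducible HTTex1-Q103-GFP. Induction used 100 nM tebufenozide; compounds were tested in concentration series.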
Epigenetic reg: epigenetic control regulation, reporter derepression | murine LDR cells, GFP reporter derepression, 30 h | Potency, µM (highest dose often 53.9 µM), inactives show at the top dose GFP activation, most hits filed as activators | 280,000 tested, 0.2% active | AID 1865; note: potency is the fitted concentration of half-maximal effect; % of control where 0% means no effect; nearly all actives have a fitted effect of over 60% in size
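Readout is the number of GFP-expressing murine LDR cells, counted by cytometry following washing. Cells were treated with compound for 30 h at 37 C; the stably integrated CMV-GFP locus is normally silent.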
NPSR antagonist: blocks cAMP signaling of the human neuropeptide S receptor | Q6W5P4 | CHO-NPSR cells, cAMP TR-FRET, antagonist mode | Potency, µM (highest dose often 38.3 µM), for inactives: at the highest dose activity change, negative = inhibition, actives largely listed as inhibitors | 220,000 tested, 1% active | AID 1461; note: potency is the fitted concentration of half-maximal effect; % is set by controls: 0 for no effect and ±100 for the full control effect; nearly all actives have a fitted effect of over 50% in size; many of its hits are not listed in these tables
L3MBTL1 block: L3MBTL1 (human) inhibition. Potency, µM (titrated, usually from 57.1 µM), for the others: at the highest dose activity, negative = inhibition, usual class: inhibitors. Q9Y468. 230,000 tested, 0.66% active. AID 485360. AlphaScreen L3MBTL1–H3K9me1 peptide binding; note: potency is the fitted concentration of half-maximal effect; % is set by controls: 0 for no effect and ±100 for the full control effect; nearly all actives have a fitted effect of over 60% in size
Target sequence (Q9Y468 whole entry, looked up): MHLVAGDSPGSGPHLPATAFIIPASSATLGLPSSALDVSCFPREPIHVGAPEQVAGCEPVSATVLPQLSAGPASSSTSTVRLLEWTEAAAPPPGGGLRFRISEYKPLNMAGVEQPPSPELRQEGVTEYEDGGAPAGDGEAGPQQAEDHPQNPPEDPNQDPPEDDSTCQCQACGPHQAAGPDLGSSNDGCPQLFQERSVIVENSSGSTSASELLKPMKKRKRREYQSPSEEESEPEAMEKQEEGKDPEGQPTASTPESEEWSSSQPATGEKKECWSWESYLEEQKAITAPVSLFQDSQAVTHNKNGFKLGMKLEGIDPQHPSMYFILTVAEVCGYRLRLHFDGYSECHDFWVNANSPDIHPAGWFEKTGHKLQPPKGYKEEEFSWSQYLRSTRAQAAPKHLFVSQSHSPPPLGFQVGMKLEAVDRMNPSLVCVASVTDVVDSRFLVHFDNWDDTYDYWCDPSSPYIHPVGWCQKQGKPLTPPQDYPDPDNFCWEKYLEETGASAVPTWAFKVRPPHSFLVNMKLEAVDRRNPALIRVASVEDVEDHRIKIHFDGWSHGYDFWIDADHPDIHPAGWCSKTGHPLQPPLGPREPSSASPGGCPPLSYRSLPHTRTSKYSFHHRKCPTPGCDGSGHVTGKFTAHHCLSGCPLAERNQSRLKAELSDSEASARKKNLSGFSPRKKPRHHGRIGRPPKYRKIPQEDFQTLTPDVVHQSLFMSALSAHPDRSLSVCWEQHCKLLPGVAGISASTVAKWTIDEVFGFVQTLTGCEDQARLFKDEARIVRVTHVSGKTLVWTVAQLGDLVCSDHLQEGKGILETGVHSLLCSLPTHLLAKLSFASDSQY
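AlphaScreen proximity signal between nickel-chelate acceptor and streptavidin donor beads (final 10 ug/mL) reports binding of 50 nM L3MBTL1 to 75 nM biotin-H3 K9me1 peptide; complex incubated with compounds 30 min at room temperature; cefsulodin titration as control.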
KinaseGlo FLuc: blocks Kinase-Glo luciferase, a counter-screen artifact; Q27757; Potency, µM (highest dose often 38.3 µM), inactives show top-dose activity change, negative = inhibition, actives largely listed as inhibitors; Kinase-Glo luciferase, ATP luminescence, 8 min; 200,000 tested, 0.28% active; note: potency is the fitted concentration of half-maximal effect; % is set by controls: 0 for no effect and ±100 for the full control effect; nearly all actives have a fitted effect of over 60% in size
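Kinase-Glo luciferase light output from ATP and luciferin was measured with 10 uM ATP, within the enzyme's linear range. Buffer: 50 mM imidazole pH 7.2, 50 mM KCl, 7 mM MgCl2, 0.01% Tween 20, 0.05% BSA; luminescence read after 8 min at ambient temperature.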
CBFb RUNX1 block: CBF-beta/RUNX1 interaction disruption | Q01196+Q13951 | AlphaScreen CBFb-His/RUNX1-biotin binding, biochemical | Potency, µM (top dose mostly 59.8 µM), for inactives: top-dose activity, negative = inhibition, most hits filed as inhibitors | 230,000 tested, under 10 active | AID 1477; note: % of control where 0% means no effect
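Proteins preincubated together for 20 min at RT before compound addition; 15 min later, nickel and streptavidin beads were added and left 90 min prior to AlphaScreen measurement.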
IMPase Li cell: cell-permeable IMPase inhibitors with lithium potentiation | CHO-M1 cells, IP1 TR-FRET (IP-One), carbachol + lithium | Potency, µM (doses to about 59.4 µM), for the others: at the highest dose activity, negative = IMPase inhibition, usual class: inhibitors | 210,000 tested, 0.35% active;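 note: IP1 builds up when IMPase is blocked and the TR-FRET signal falls; potency is the fitted concentration of half-maximal effect; plate controls were basal vehicle for no effect and high inhibitor control for full effect; nearly all actives have a fitted effect of over 50% in size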
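CHO-M1, 2000 cells/well, 16–30 h culture; cpd + low Li+, 30 min 37C; lysis with d2-IP1/Eu-anti-IP1 Ab, 10 min RT; TR-FRET 665/620 ratio and 620 channel; AC50 via Hill.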
Numbers without * were called inactive; ? = inconclusive; . = no result given; & = joins results of further samples; [ ] = remark or other dose. Calls come from the whole dose curve; as a rule, active = well fitted curve in the direction sought with a large enough effect; inconclusive = small, poorly fitted or top-dose-only effect, or another doubt; inactive = no such curve, though single readings can be large; an effect the other way counts as inactive or inconclusive. The list is partial; rates above refer to the full screens.

SMILES	HttQ103 aggreg	Epigenetic reg	NPSR antagonist	L3MBTL1 block	KinaseGlo FLuc	CBFb RUNX1 block	IMPase Li cell
Cc1ccc(/C=N/N=C2/NC(=O)CS2)o1	-1%	0.0%	5%	?	-8%	-1%	5%
COC(CN(C)C(C(=O)NC1CCCCC1)c1ccccc1)OC (stereo unspecified)	-17%	0.1%	11%	.	3%	1%	2%
COc1ccccc1N1CCN(C(=O)CCN2C(=O)c3cccc4cccc(c34)C2=O)CC1	0%[9.22 µM]	0.0%	-11%	-17%	0%	-4%	3%
O=C(NN1C(=O)C2C3C=CC([C@@H]2C1=O)C31CC1)c1ccccc1 (stereo partly specified)	-11%[9.22 µM]	0.0%	6%	.	.	6%	.
CCCCOc1cccc(C(=O)NC(=S)Nc2cccnc2)c1	11%	-1.3%	-2%	-5%	-3%	1%	-2%
COc1ccc(CCNC(=O)c2cc(C(C)C)on2)cc1OC	-7%	0.0%	-4%[46.1 µM]	2%	0%	9%	21%[38.3 µM]
Cc1ccc2[nH]c3c(=O)n(Cc4ccncc4)cnc3c2c1	10%[9.22 µM]	-4.6%	?	.	7%	0%	-10%[38.3 µM]
CC(=O)Nc1ccc(S(=O)(=O)N2CCCN(S(=O)(=O)c3ccc(NC(C)=O)cc3)CC2)cc1	-11%	1.1%	-10%[46.1 µM]	6%	2%	7%	18%[38.3 µM]
O=C(NNC(=S)Nc1cccc(Cl)c1)c1ccccc1OC(F)F	11µM*	-1.0%	-4%	10%	-4%	0%	3%
CCN(CC(=O)Nc1ccc2c(c1)OCCO2)C(=O)/C=C/c1ccc(F)cc1	14%	-0.2%	-1%	1%	1%	1%	6%
COc1cccc(CNC(=O)Cn2c(=O)oc3ccccc32)c1OC	-1%	0.4%	5%[46.1 µM]	3%	-4%	8%	28%[38.3 µM]
CCOP(=O)(OCC)C(NC(=O)Nc1ccc(Cl)cc1)C(=O)N(CC)CC (stereo unspecified)	-21%	-1.1%	15%	14%	-2%	-1%	4%
Cc1c(C)n(CC(O)CN2CCCCCC2)c2ccccc12 (stereo unspecified)	1%	0.0%	10%[46.1 µM]	-6%	0%	-2%	3%[38.3 µM]
O=C(O)c1sc2ncccc2c1OCc1ccccc1	19%	-4.7%	-3%	2%	-1%	3%	-5%
COc1ccc(-c2csc(Cc3nc(O)cs3)n2)cc1	-5%	0.9%	-6%	-5%	1%	11%	15%
CCn1c(C)c(C(C)=O)c(N2CCN(c3ccccn3)CC2)nc1=S	7%	-1.0%	-9%[46.1 µM]	.	11%	-4%	-8%[38.3 µM]
CCCCc1ccc(NC(=O)OC)cc1	6%	0.0%	7%[46.1 µM]	12%	1%	13%	-2%[38.3 µM]
COc1ccc(Cc2noc(-c3ccccc3)n2)cc1OC	-17%	8.1%	5%	11%	4%	14%	17%
O=C(COC(=O)Cc1ccsc1)NCC1CCCCC1	6%[9.22 µM]	-0.1%	-11%[46.1 µM]	.	1%	2%	-2%[38.3 µM]
Cc1ccc(CN2C(=O)c3ccccc3NC23CCN(Cc2ccccc2)CC3)cc1	?	1.1%	?	.	4%	-11%	8%
CCOC(=O)Cn1c(CN(Cc2ccccc2)Cc2ccccc2)nc2c1c(=O)n(C)c(=O)n2C	2%	-0.7%	?	-10%	1%	4%	-12%[38.3 µM]
CCC1CCCCN1CC(=O)Nc1cc(C)nn1-c1nc(C)cc(C)n1 (stereo unspecified)	-15%	0.0%	?	6%	-2%	4%	-10%[38.3 µM]
CCOC(=O)C(NS(=O)(=O)c1ccc(Br)cc1)C(C)C (stereo unspecified)	-11%	-0.9%	-8%[46.1 µM]	4%	1%	-3%	-10%[38.3 µM]
CCOC(=O)C1=C(CC)OC(N)=C(C#N)C1c1ccc(OC)c(OC)c1OC (stereo unspecified)	3%	-0.4%	8%	.	.	-1%	-3%
COC/C=C/C1=CC2=CC(=O)C(C)(OC(=O)c3cnc4ccccc4n3)C(=O)C2=CN1C1CCCC1 (stereo unspecified)	.	.	.	.	-2%[7.66 µM]	-4%[13.1 µM]	8%
CN1c2ccccc2C2(C)CCCC3=Cc4cccc([N+](=O)[O-])c4OC312 (stereo unspecified)	-21%	-3.2%	-58%	-11%	0%	0%	6%
Cc1ccc2[nH]c(=O)c(CN(Cc3nnnn3Cc3ccccc3)C3CCCC3)cc2c1	0.89µM*	-2.1%	-4%[46.1 µM]	-11%[11.4 µM]	0%	14%	27%[38.3 µM]
c1ccc(Cn2nnnc2C(c2cccnc2)N2CCN(c3ccccc3)CC2)cc1 (stereo unspecified)	2%	-0.7%	?	-1%	-4%	-5%	6%[38.3 µM]
COc1ccccc1C1CC(=O)Oc2cc3c(cc21)OCO3 (stereo unspecified)	.	-3.4%	.	.	1%[39.9 µM]	?	-1%
Cc1cc(C=O)c(C)n1-c1sc2c(c1C(=O)O)CCCC2	-17%	2.6%	9%	-8%	-1%	-13%	-6%
C#CCNc1nc(C)nc2c1nnn2Cc1ccccc1F	-26%[9.22 µM]	-1.9%	-5%[46.1 µM]	6%	1%	2%	7%[38.3 µM]
CC1(C)CC(=O)c2cc(OCC(=O)N3CCOCC3)ccc2O1	-6%	1.0%	-6%[46.1 µM]	.	17%	3%	16%[38.3 µM]
CCCCCCOc1ccc(C(CC(N)=O)C(=O)O)cc1 (stereo unspecified)	-1%[9.22 µM]	-0.7%	-7%	4%	-8%	0%	4%
COc1ccc(C(=O)c2ccccc2Cl)cc1OC	-7%	-1.7%	-3%	5%	-2%	10%	1%
Nn1c(COc2cccc(Cl)c2)nc2ccccc2c1=O	5%	-2.0%	-10%	7%	-4%	1%	8%
CCOc1ccc(-c2nnn(CC(=O)Nc3cc(OC)ccc3OC)n2)cc1OCC	-11%	0.0%	2%[46.1 µM]	-9%	-1%	0%	-1%[38.3 µM]
O=S(=O)(NCc1ccccc1)c1ccc(S(=O)(=O)NCC2CCCO2)cc1 (stereo unspecified)	-10%[9.22 µM]	-4.9%	-9%	7%	3%	5%	2%
O=C(CSCc1ccc(F)cc1)N1CCN(c2ccc(F)cc2)CC1	-9%	0.0%	-11%[46.1 µM]	-4%	-3%	1%	-3%[38.3 µM]
COc1ccccc1CNC(=S)Nc1ccc2nc(N3CCN(C)CC3)cc(C)c2c1	?	2.0%	-25%	.	0%	-11%	11%
CCc1ccc(O)c(N=Cc2ccccc2O)c1	?	-1.0%	-22%[46.1 µM]	.	-4%	-5%	31%[38.3 µM]
Cc1cc(Cl)c(OCCCNCc2ccccc2)c(Br)c1	0%	0.0%	-4%[46.1 µM]	3%	-2%	-4%	17%[38.3 µM]
CS/C(=N\S(=O)(=O)c1cccs1)Nc1ccc(F)cc1	5%	-1.1%	10%	9%	-2%	2%	0%
COc1ccc(NC(=O)CSc2ccc3nnc(-c4cccnc4)n3n2)c(OC)c1	-10%	6.6%	-11%	?	-1%	-6%	?
CCOC(=O)Nc1nc(-c2ccc(Cl)cc2Cl)cs1	-3%	0.0%	-14%	5%	1%	-2%	4%
CC1CCCN(CCC(=O)Nc2ccc(Br)cc2)C1 (stereo unspecified)	9%	-0.1%	-1%	26%	1%	-2%	11%
C/C(Cl)=C\C[N+](C)(C)CC(=O)OCCc1ccccc1	26%[9.22 µM]	1.1%	-3%[7.67 µM]	7%	.	4%	.
CC1=C(C(=O)Nc2ccccc2C(F)(F)F)C(c2sccc2C)NC(=S)N1 (stereo unspecified)	?	-6.6%	-8%	0%	2%	4%	6%
COc1ccc(SCC(=O)Nc2ccc(N3CCN(C)CC3)c(F)c2)cc1	-5%[9.22 µM]	-1.3%	1%	-24%	2%	-4%	5%
C=CCn1c(-c2ccc(OC)c(OC)c2)n[nH]c1=S	15%	2.1%	-25%[46.1 µM]	-8%	-1%	4%	21%[38.3 µM]
CC(=O)Nc1cccc(NC(=O)c2c(-c3c(Cl)cccc3Cl)noc2C)c1	-12%	-0.1%	-15%[46.1 µM]	-4%	-2%	1%	-5%[38.3 µM]

Going on with the list.
SMILES	HttQ103 aggreg	Epigenetic reg	NPSR antagonist	L3MBTL1 block	KinaseGlo FLuc	CBFb RUNX1 block	IMPase Li cell
O=C(Nc1ccccc1F)Nc1ccccc1OC(F)F	-27%	-2.4%	-3%	-1%	-2%	-2%	-5%
COc1ccc(CCC(=O)Nc2cc(Cl)ccc2N2CCN(C)CC2)cc1	-16%	-1.9%	-7%[46.1 µM]	-2%	.	9%	.
C=C(C)CN(CC)C(=O)CCc1nnc(CCc2c[nH]c3ccccc23)o1	7%[9.22 µM]	-1.2%	15%	-2%	.	6%	1%
O=C(C1CCCN(S(=O)(=O)c2cccc3cccnc23)C1)N1CCc2ccccc21 (stereo unspecified)	-22%	-0.2%	-22%[46.1 µM]	.	1%	1%	-6%[38.3 µM]
O=c1oc(-c2ccco2)nc2ccccc12	6%	-9.0%	?	-6%	7%	2%	-2%[38.3 µM]
CC(N)(C(=O)O)c1ccc(C(=O)O)cc1 (stereo unspecified)	.	-0.2%&0.0%	6%[46.1 µM]	.	-6%	2%&8%	-6%&-8%
Cc1ccc(-n2ncc(N(C)C)c(Cl)c2=O)cc1	7%	-1.3%	-5%[46.1 µM]	-2%	-16%	-3%	-6%[38.3 µM]
COc1ccc(NS(=O)(=O)c2ccc(S(=O)(=O)N(C)C)cc2)cc1S(N)(=O)=O	0%	-0.4%	7%	1%	2%	-4%	-3%
CCNC(=S)N/N=C/c1ccc(OCCOc2ccccc2C)cc1	-21%	0.0%	-3%[46.1 µM]	-5%	3%	9%	-2%

Bioassay records (PubChem BioAssay)
